SENP1 FRET inh – SENP1 (human) catalytic domain inhibition; Q9P0U3; recombinant SENP1 catalytic domain, CyPet-SUMO1-YPet FRET cleavage; inhibition, % at 10 µM; actives 0.21% (n = 360,000); AID 624204;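 active means inhibition at least 30% at 10 µM, raw YFP signal under a set limit, fluorescence ratio 0.5 to 1.5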;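 further: 0% = enzyme with DMSO and 100% = no enzyme wells; some results filed as inactive read as strong as hits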
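Test system: hSENP1 catalytic domain, recombinant; Amount: 20 pM final SENP1 enzyme; Medium: Tris pH 8 buffer plus EDTA, NaCl, BME, BSA, NP40, catalase; Schedule: 50 min enzyme reaction, room temperature, light-protected; Technique: FRET fluorescence in CFP and YFP emission channels; Controls: no-enzyme wells low, DMSO-plus-enzyme wells high control.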
SENP6 block – SENP6 protease inhibition; Q9GZR1; Recombinant SENP6 catalytic domain, aminoluciferin luminescence; inhibition, % at 10 µM; actives 1.8% (n = 330,000);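 active means inhibition above about 50% at the single tested dose, limit read from the data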;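 further: plate controls were DMSO wells with enzyme for no effect and DMSO wells lacking enzyme for full effect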
Target sequence (Q9GZR1 628-1112 limits assumed): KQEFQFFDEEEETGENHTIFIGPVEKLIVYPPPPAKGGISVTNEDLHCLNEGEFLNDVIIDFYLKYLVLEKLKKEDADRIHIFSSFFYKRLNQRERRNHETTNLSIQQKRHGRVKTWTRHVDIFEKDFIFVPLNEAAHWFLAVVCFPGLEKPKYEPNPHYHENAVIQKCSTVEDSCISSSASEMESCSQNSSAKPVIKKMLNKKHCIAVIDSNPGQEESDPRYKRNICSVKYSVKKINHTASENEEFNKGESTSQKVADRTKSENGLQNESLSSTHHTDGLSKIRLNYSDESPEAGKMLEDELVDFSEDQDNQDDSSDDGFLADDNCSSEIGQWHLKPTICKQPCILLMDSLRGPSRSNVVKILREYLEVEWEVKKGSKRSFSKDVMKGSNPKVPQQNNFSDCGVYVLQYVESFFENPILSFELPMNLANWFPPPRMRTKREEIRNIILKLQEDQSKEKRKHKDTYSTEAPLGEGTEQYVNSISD
SENP8 block-1 – SENP8 protease inhibition. Q96LD8. purified SENP8, Z-RLRGG-aminoluciferin cleavage, luminescence. inhibition, % at 10 µM. actives 1.2% (n = 330,000). AID 2540; in the data active means inhibition above about 50%
Target sequence (Q96LD8 whole entry, looked up): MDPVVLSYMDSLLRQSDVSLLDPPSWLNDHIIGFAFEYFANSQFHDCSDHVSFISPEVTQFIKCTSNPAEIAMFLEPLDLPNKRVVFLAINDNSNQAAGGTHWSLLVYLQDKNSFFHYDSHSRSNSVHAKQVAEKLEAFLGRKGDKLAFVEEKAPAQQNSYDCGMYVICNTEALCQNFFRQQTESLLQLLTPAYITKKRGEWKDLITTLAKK
UBC13 polyUb – inhibitors of human UBC13 polyubiquitin chain formation | P61088 | TR-FRET | inhibition, % at 20 µM | actives 0.47% (n = 330,000); in the data active means inhibition above about 45%, passing the limit was not always enough; inconclusive means no clear call, values can overlap the other calls
SENP8 block-2 – blocks human SENP8 cleavage of Nedd8 substrate; Q96LD8; recombinant SENP8, Nedd8 substrate fluorescence; inhibition, % at 20 µM; actives 0.64% (n = 360,000); AID 602440; in the data active means inhibition mostly above about 40%, no sharp cut-off; inactive means mostly below about 27%
MIN6 prolif – induces beta-cell replication in MIN6 cells; MIN6 cells proliferation, ATPlite luminescence, 48 h; cells starved in 0.2% serum; 100% = growth in 10% serum; proliferation, % at 10 µM; actives 0.29% (n = 330,000);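 active means compounds whose signal lies at least 3.5 SD above the mean of all wells on their plate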;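 further: 0% = DMSO-treated cells in low-serum medium and 100% = 10% serum control; some compounds called inactive have numbers as strong as hits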
SENP7 block – SENP7 protease inhibition. Q9BQF6. recombinant SENP7, Z-RLRGG-aminoluciferin luminescence, 40 min. inhibition, % at 5 µM. actives 1.5% (n = 330,000). AID 434973;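 active means inhibition above about 50% at the single test dose, limit read from the data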;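 further: plate controls were DMSO with enzyme for no effect and no enzyme buffer wells for full effect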
Target sequence (Q9BQF6 706-1050 limits assumed): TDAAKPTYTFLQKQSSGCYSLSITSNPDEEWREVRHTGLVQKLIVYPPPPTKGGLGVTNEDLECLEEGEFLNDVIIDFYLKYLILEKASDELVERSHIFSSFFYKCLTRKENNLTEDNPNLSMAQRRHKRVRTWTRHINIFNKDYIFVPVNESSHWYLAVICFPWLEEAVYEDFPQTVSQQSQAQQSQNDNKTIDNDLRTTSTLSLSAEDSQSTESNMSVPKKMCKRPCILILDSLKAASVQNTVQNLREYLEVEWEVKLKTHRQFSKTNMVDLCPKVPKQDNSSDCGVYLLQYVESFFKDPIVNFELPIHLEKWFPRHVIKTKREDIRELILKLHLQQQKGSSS
PfG6PD inh – PfG6PD (Plasmodium falciparum) enzyme inhibition; PfGluPho enzyme, NADPH resazurin-diaphorase fluorescence; inhibition, % at 20 µM; actives 0.78% (n = 350,000); AID 504690;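 active means inhibition reaching at least a set limit at 20 µM in the primary screen, cut at about 59% in these data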;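 further: 0% = DMSO wells with substrate and 100% = DMSO wells lacking glucose-6-phosphate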
HKDC1 inh – blocks human hexokinase HKDC1 activity; recombinant HKDC1, G6PDH/diaphorase resazurin coupled fluorescence; inhibition, % at 20 µM; actives 0.16% (n = 340,000);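 active means inhibition above about 35% when tested at 20 µM, limit read from the data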;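 further: plate controls were DMSO wells with enzyme for no effect and DMSO wells lacking enzyme for full effect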
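Test system: HK5 enzyme. Quantity: 5 µg/mL HK5 final. Reagent: glucose and ATP substrates. Schedule: 90 min reaction incubation at room temperature, dark. Technique: resazurin-to-resorufin fluorescence via G6PDH and diaphorase coupling, 525/613 nm. Control set: DMSO wells with and without enzyme mix.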
Starred values were filed as active, the others as inactive; ? = inconclusive; nt = not tested or not shown.

[1] CN1CCCN(C(=O)c2c(F)cccc2Cl)CC1
[2] COc1ccccc1/C(C)=N/NC(=O)c1nnn(-c2nonc2N)c1C(C)C
[3] CCn1cc(C(=O)N2CC=C(c3ccccc3)CC2)c(=O)c2ccc(C)nc21
[4] COc1ccc(NC(=O)C2=CC=CN3CCS(=O)(=O)N=C23)c(OC)c1
[5] O=C(COc1nncc2ccccc12)Nc1c(F)c(F)c(F)c(F)c1F
[6] Cc1ccc(C(=O)N/C(=C\c2ccco2)C(=O)NCCCn2ccnc2)cc1
[7] O=[N+]([O-])c1ccccc1CSc1nc2ccccc2o1
[8] CN(CC(=O)Nc1ccc(Cl)c(C(F)(F)F)c1)C(=O)c1ccc2c(c1)OCCO2

assay / compound	1	2	3	4	5	6	7	8
SENP1 FRET inh	0	2	-13	-2	2	0	4	2
SENP6 block	-6	9	-4	-22	4	-2	55*	-23
SENP8 block-1	-7	-6	-2	2	-4	4	29	-9
UBC13 polyUb	-3	1	6	2	-17	-6	18	-3
SENP8 block-2	11	5	-8	-26	8	8	17	6
MIN6 prolif	-3	-1	2	2	1	-2	-2	-1
SENP7 block	10	15	-1	13	-9	9	9	-17
PfG6PD inh	-5	7	5	4	10	4	-2	8
HKDC1 inh	-2	-5	13	-1	-2	-11	-7	-1

[9] Cc1ccc(S(=O)(=O)N(CCCO)Cc2cc3c(C)ccc(C)c3[nH]c2=O)cc1
[10] O=C(Nc1ccccc1-c1ccccc1)C(c1ccccc1)c1ccccc1
[11] c1ccc(-c2cc(CSc3nc4ccccc4[nH]3)on2)cc1
[12] COc1cc(/C=N/NC(=O)c2ccc(CN(C)S(=O)(=O)c3ccc(C)cc3)cc2)ccc1O
[13] COc1cccc(-c2nn(C)c3sc(C(=O)N4CCOCC4)cc23)c1
[14] Cc1ccc(NC(=O)CSc2nc3ccccc3c(=O)n2CCCC(=O)NCC2CCCO2)cc1 (stereo not given)
[15] COc1ccccc1N1CCN(C(=O)c2sc3nc4n(c(=O)c3c2C)CCC4)CC1
[16] CC(=O)N1CCN(CC(=O)Nc2ccc3c(c2)CCC3)CC1

assay / compound	9	10	11	12	13	14	15	16
SENP1 FRET inh	-1	1	1	4	4	-1	2	-1
SENP6 block	-1	-17	10	18	9	1	-6	17
SENP8 block-1	4	-6	3	5	3	-2	3	7
UBC13 polyUb	19	-2	2	-4	9	-11	-8	0
SENP8 block-2	-102	13	24	-195	-24	1	11	-1
MIN6 prolif	0	-1	-4	2	-2	0	5	2
SENP7 block	-6	8	17	7	3	9	15	5
PfG6PD inh	17	0	27	13	-5	4	-7	10
HKDC1 inh	-8	-3	-1	-4	-3	-9	-7	10

[17] CCCNC(=O)c1onc(CSc2ccc(Cl)cc2)c1C(=O)NC(C)C
[18] Nc1nnnn1CC(=O)N/N=C/C=C/c1ccccc1
[19] CCn1c(SCC(=O)c2ccc(OC)cc2)nnc1C1CC1
[20] Cc1cc2ccccc2n1CCC(=O)O
[21] CCn1c(CSc2nc(C)cc(C)n2)nnc1SCC(=O)N1CCCc2ccccc21
[22] COc1ccc(S(=O)(=O)NCC(c2cccs2)N2CCc3ccccc3C2)cc1 (stereo not given)
[23] Cc1nnc(SCC(=O)Nc2cc(C(C)(C)C)nn2-c2ccccc2)s1
[24] COc1ccc(NC(=O)CCNC(=O)Cn2ccc3ccccc3c2=O)c(OC)c1

assay / compound	17	18	19	20	21	22	23	24
SENP1 FRET inh	1	1	2	0	-1	-1	2	2
SENP6 block	-11	-6	-4	2	1	5	1	-6
SENP8 block-1	-7	4	-4	5	-9	8	-10	1
UBC13 polyUb	0	-7	8	16	10	3	-11	12
SENP8 block-2	20	16	20	7	29	6	-1	8
MIN6 prolif	-5	0	0	0	1	-1	-1	1
SENP7 block	0	3	3	9	-8	-5	-4	2
PfG6PD inh	27	13	9	-1	12	22	-7	-12
HKDC1 inh	-1	-5	-1	4	12	-2	-13	-5

Three entries drawn at random from those above, as already listed:
[19] CCn1c(SCC(=O)c2ccc(OC)cc2)nnc1C1CC1
[23] Cc1nnc(SCC(=O)Nc2cc(C(C)(C)C)nn2-c2ccccc2)s1
[20] Cc1cc2ccccc2n1CCC(=O)O

assay / compound	19	23	20
SENP1 FRET inh	2	2	0
SENP6 block	-4	1	2
SENP8 block-1	-4	-10	5
UBC13 polyUb	8	-11	16
SENP8 block-2	20	-1	7
MIN6 prolif	0	-1	0
SENP7 block	3	-4	9
PfG6PD inh	9	-7	-1
HKDC1 inh	-1	-13	4

The list continues:
[25] CC(C)(C)c1ccc(-c2noc(CCC(=O)Nc3cccnc3)n2)cc1
[26] Cn1c(=O)c2c(nc(-c3ccccc3)n2C)n(Cc2ccccc2)c1=O
[27] O=S(=O)(NCC1CCCO1)c1ccc(S(=O)(=O)N(Cc2ccccc2F)C2CCCCC2)cc1 (stereo not given)
[28] CCN(CC(=O)NCc1ccc(Cl)cc1)C(=O)CN1C(=O)NC(C)(c2ccccc2)C1=O (stereo not given)
[29] COc1ccc(S(=O)(=O)N(C)C[C@H]2Oc3ccc(NS(=O)(=O)c4cccs4)cc3CC(=O)N([C@H](C)CO)C[C@H]2C)cc1
[30] CCOC(=O)c1sc(C)c2c(=O)n(CCCN3CCOCC3)cnc12
[31] CN(CCOc1ccc(Cl)cc1)C(=O)C1CCN(C(=O)c2ccc(Cl)cc2)CC1
[32] NC(=O)CSc1nnc(SCc2ccc(F)cc2)s1

assay / compound	25	26	27	28	29	30	31	32
SENP1 FRET inh	0	2	1	0	2	0	-1	3
SENP6 block	-12	-22	-10	-4	2	-14	-17	-10
SENP8 block-1	-5	-7	-3	2	6	-4	-14	-5
UBC13 polyUb	-2	-11	-3	-5	6	-12	-6	-15
SENP8 block-2	22	-65	10	2	-2	-86	8	2
MIN6 prolif	-3	-1	-4	1	2	-2	-1	-3
SENP7 block	-1	-13	2	-3	-2	-3	15	0
PfG6PD inh	32	-5	-9	5	-4	-2	3	-5
HKDC1 inh	-3	-9	4	-7	-3	-7	-1	9

[33] CCN(CC)S(=O)(=O)c1ccc2c(c1)nc(CCC(=O)O)n2C
[34] Cc1cc(NC(=O)COC(=O)c2oc3c(ccc4ccccc43)c2C)no1
[35] COc1ccc(NC(=S)NCCN2CCC(C)CC2)cc1
[36] COc1cc(C(=O)NCc2ccc(S(N)(=O)=O)cc2)ccc1OCC(=O)N1CCOCC1
[37] O=C(COc1ccccc1F)NNC(=O)Cc1ccc(S(=O)(=O)N2CCOCC2)s1
[38] C#CCOCCOCCOCCNc1nc(N2CCN(C(=O)CCCCCCCCCCNC(=O)[C@H](CCC(=O)O)n3cc(CCCCCN)nn3)CC2)nc(N2CCN(C(=O)CCCCCCCCCCNC(=O)[C@@H]([C@H](C)O)n3cc(C)nn3)CC2)n1
[39] CCC(=O)c1ccc(OCC(=O)OCC(=O)Nc2ccc(C)c(S(=O)(=O)N3CCCCC3)c2)cc1
[40] CCN(CC)CCN(C(=O)c1ccc(S(=O)(=O)N2CCOCC2)cc1)c1nc2cc3c(cc2s1)OCCO3

assay / compound	33	34	35	36	37	38	39	40
SENP1 FRET inh	-1	1	2	-1	-2	1	0	1
SENP6 block	-13	-12	-8	-13	-13	-13	-12	1
SENP8 block-1	5	-7	2	-7	-8	-2	-4	-1
UBC13 polyUb	8	-2	9	-7	-8	41	6	28
SENP8 block-2	12	-285	-1	0	17	9	9	6
MIN6 prolif	-1	-1	5	0	-4	-3	0	3
SENP7 block	0	4	7	4	8	7	3	-4
PfG6PD inh	9	-19	-7	3	1	0	7	11
HKDC1 inh	-3	17	3	0	0	-1	-1	-6

Filtered by structure: the compounds so far with a furan ring, fused or not.
[6] Cc1ccc(C(=O)N/C(=C\c2ccco2)C(=O)NCCCn2ccnc2)cc1
[34] Cc1cc(NC(=O)COC(=O)c2oc3c(ccc4ccccc43)c2C)no1

assay / compound	6	34
SENP1 FRET inh	0	1
SENP6 block	-2	-12
SENP8 block-1	4	-7
UBC13 polyUb	-6	-2
SENP8 block-2	8	-285
MIN6 prolif	-2	-1
SENP7 block	9	4
PfG6PD inh	4	-19
HKDC1 inh	-11	17

Other records.
[41] Cc1ccccc1-n1c(C)cc(/C=N/NC(=O)c2ccc(CN3CCOCC3)cc2)c1C
[42] CCOc1ccc(OCc2ccc(C(=O)N3N=C(C(F)F)CC3(O)C(F)F)o2)cc1 (stereo not given)
[43] O=C(CNC(=O)OCc1ccccc1)NC1(C(=O)O)CCCC1
[44] O=C(CS(=O)(=O)c1ccccc1)Nc1nc2ccccc2s1
[45] O=C(CCC(=O)OCc1ccc([N+](=O)[O-])cc1Cl)Nc1ccccc1
[46] CCOc1ccc(N2C(=O)CN=C2Nc2ccccc2F)cc1
[47] O=C(Nc1cccc(C(F)(F)F)c1)c1cc(Br)cc2c1OCC2
[48] CC(=O)c1ccc(S(=O)(=O)N2CCNCC2)cc1

assay / compound	41	42	43	44	45	46	47	48
SENP1 FRET inh	1	3	0	-5	-2	0	-2	1
SENP6 block	-13	-7	nt	9	-13	-23	5	14
SENP8 block-1	2	-4	nt	-7	3	-5	3	3
UBC13 polyUb	-1	2	nt	-6	-6	-2	-4	17
SENP8 block-2	-71	-4	10	8	12	24	18	9
MIN6 prolif	1	-4	nt	-3	-2	-4	8	1
SENP7 block	0	-3	nt	-14	-2	-11	-7	5
PfG6PD inh	-12	-5	8	-6	15	12	-8	-3
HKDC1 inh	12	-4	11	5	-6	-4	-1	-5

[49] N#Cc1c(N)n(-c2ccccc2)c(=O)c2cc([N+](=O)[O-])ccc12
[50] COc1cccc(/C=C/C(=O)OCC(=O)NCCCc2ccccc2)c1OC
[51] CCN1CCN(S(=O)(=O)c2ccc(-c3cc(C)no3)s2)CC1
[52] CCN1/C(=C/C=C/C=C/C=C/c2sc3ccccc3[n+]2CC)Sc2ccccc21
[53] Cc1ccc(Oc2nnc(-c3cccs3)c3ccccc23)cc1C
[54] CC(C)(C)OC(=O)C[C@H]1C/C=C\C[C@H](CC(=O)N(CCO)Cc2ccccc2)C(=O)N[C@@H](Cc2ccccc2)COC1=O
[55] CCc1c(C)sc(NC(=S)Nc2cccnc2)c1C(=O)OC
[56] Cn1nnc(C(O)CNCc2cccs2)n1 (stereo not given)
[57] Cc1cccc(NC(=O)CNC(=O)c2ccccc2Cl)n1

assay / compound	49	50	51	52	53	54	55	56	57
SENP1 FRET inh	-26	1	1	-21	1	1	-3	-1	0
SENP6 block	12	-17	9	11	-12	6	-17	-4	4
SENP8 block-1	-2	-2	3	7	-9	0	-2	-5	4
UBC13 polyUb	-17	17	-3	25	-6	1	?	7	2
SENP8 block-2	-136	-396	13	13	-2	12	-1	3	-6
MIN6 prolif	-1	-2	1	-5	-2	-2	0	3	7
SENP7 block	3	-5	0	2	-4	-3	9	5	-9
PfG6PD inh	-2	-3	9	64*	11	-7	19	-3	-6
HKDC1 inh	1	-7	-6	25	1	-6	-7	2	-4

Screening results (PubChem BioAssay)
